APP transl inh: inhibitors of APP translation via 5'UTR reporter, primary screen, APP 5'UTR luciferase, SH-SY5Y cells; SH-SY5Y APP 5'UTR-luciferase reporter, luminescence; inhibition, % at 2 µM; actives 0.82% (n = 190,000);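 active means inhibition above a set limit, derived from the sample mean plus 3 SD, cut at about 45% in these data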; further: values of inactives mirror those of a sister screen read the other way
STAT1 activator: STAT1 signaling activators, primary screen, cell-based, HTS, luciferase reporter; NIH 3T3 STAT1-luciferase reporter, IFN-gamma, luminescence; 100% = IFN-gamma alone, no compound; activation (% of control), % at 5.5 µM; actives 2.6% (n = 200,000); AID 932, 2007;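 active means activation above the screen-wide mean activation plus 3 SD, cut at about 130% in these data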;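 further: raw ratio to IFN-gamma control signal so 100% means no change and 0% no light; values of inactives mirror those of a sister screen read the other way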
G6PDH CS: L. mesenteroides G6PDH inhibitors, counter-screen for G6PDH-coupled screening assays, biochemical, Leuconostoc mesenteroides enzyme | glucose-6-phosphate dehydrogenase [Leuconostoc mesenteroides] | Purified L. mesenteroides G6PDH, diaphorase/resazurin coupled fluorescence, 45 min | inhibition, % at 5 µM | actives 0.12% (n = 200,000) | AID 1020, 2008; in the data active means inhibition above about 50%
STAT3 blocker: IL-6 driven STAT3 reporter inhibitors, primary screen, U3A cells, luciferase, luminescence, MLSCN library; IL-6 STAT3-luciferase reporter; host cell line lacks STAT1; inhibition, % at 5.5 µM; actives 0.89% (n = 190,000); AID 862, 2007;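 active means inhibition above the mean inhibition across all screened compounds plus 3 SD, cut at about 44% in these data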;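 further: 0% = DMSO only wells and 100% = 100 µM nifuroxazide control wells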
TLR4-MyD88 BLA: inhibitors of TLR4-MyD88 association in cells, primary screen, cell-based, HeLa CL3-4, BLA complementation, FRET ratio; HeLa CL3-4 TLR4/MyD88 BLA complementation; inhibition, % at 8.4 µM; AID 861, 2007; Toll-like receptor 4 (Homo sapiens) + Myeloid differentiation primary response protein …; actives 0.18% (n = 200,000); in the data active means inhibition above about 25%;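 further: 0% = vehicle and 100% = reference inhibitor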
Target sequence (O00206 whole entry, looked up): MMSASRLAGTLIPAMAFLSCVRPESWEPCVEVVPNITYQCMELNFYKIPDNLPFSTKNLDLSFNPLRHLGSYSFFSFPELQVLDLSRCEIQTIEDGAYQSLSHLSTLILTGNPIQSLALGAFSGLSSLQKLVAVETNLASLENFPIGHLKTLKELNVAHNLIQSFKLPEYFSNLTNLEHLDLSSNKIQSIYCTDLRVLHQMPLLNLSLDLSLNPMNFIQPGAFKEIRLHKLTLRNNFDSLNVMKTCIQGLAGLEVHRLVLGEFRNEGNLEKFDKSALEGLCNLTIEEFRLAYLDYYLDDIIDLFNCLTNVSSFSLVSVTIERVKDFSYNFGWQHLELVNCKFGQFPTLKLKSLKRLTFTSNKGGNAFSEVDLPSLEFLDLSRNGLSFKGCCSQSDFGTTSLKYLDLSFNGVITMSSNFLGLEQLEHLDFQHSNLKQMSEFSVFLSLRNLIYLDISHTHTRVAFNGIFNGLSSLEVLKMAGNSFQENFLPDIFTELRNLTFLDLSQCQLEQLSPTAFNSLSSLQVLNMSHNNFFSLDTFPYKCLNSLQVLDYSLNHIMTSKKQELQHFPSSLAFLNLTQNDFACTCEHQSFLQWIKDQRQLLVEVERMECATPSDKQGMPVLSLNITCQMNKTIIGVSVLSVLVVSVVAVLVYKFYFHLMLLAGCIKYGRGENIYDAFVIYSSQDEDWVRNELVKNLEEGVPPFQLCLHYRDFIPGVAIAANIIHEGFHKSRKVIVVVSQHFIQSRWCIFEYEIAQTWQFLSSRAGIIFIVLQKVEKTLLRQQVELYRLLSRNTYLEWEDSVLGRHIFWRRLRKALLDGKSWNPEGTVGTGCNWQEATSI
Target sequence (Q99836 whole entry, looked up): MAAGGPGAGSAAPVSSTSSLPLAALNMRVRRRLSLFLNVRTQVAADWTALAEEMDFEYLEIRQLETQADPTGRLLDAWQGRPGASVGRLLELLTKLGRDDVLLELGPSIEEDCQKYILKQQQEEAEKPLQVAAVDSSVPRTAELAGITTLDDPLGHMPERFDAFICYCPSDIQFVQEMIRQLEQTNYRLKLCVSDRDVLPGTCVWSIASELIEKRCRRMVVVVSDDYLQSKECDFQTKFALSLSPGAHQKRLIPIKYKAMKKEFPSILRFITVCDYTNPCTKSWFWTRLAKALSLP
STAT3 activator: IL-6 driven STAT3 reporter potentiators, primary screen, U3A cells, luciferase, luminescence, MLSCN library. IL-6 STAT3-luciferase reporter; 100% = signal with IL-6 EC80 alone. activation (% of control), % at 5.6 µM. actives 0.91% (n = 190,000). AID 871, 2007;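 active means activation above the screen-wide mean of compound activation plus 3 SD, cut at about 130% in these data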;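 further: 0% = background luminescence of wells with medium and substrate only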
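Material: human STAT1-deficient U3A cells with stable STAT3-luciferase reporter / Probe or stimulus: IL-6 stimulus at 33 ng/mL final / Schedule: 1 h compound pre-exposure, 6 h IL-6 stimulation, 37 °C / Technique: luminescence / Read-out basis: percent of IL-6-only median luminescence / Control set: IL-6-only high control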
Diaph inh CS: diaphorase inhibitors and chemical oxidizers, primary screen, counter-screen for diaphorase-coupled primary assays, biochemical, uHTS, resorufin fluorescence | actives 0.69% (n = 190,000) | inhibition, % at 20 µM | diaphorase resazurin-to-resorufin fluorescence, NADH, 16 min; bacterial (C. kluyveri) enzyme, not human;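 active means primary screen inhibition at 20 µM above a set limit, cut at about 50% in these data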;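 further: plate controls were DMSO with full reaction for no effect and wells lacking NADH for full effect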
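Test system: bacterial diaphorase enzyme (C. kluyveri); Quantity: 0.14 U/mL diaphorase, enzyme working solution; Times: reaction incubation of 16 min at room temperature; Measured by: fluorescence of resorufin formed from resazurin, Ex 544/Em 590 nm; Benchmarks: positive control minus NADH, DMSO neutral control.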
Diaphorase act: compounds boosting diaphorase resazurin reduction – biochemical, uHTS, resorufin fluorescence, counter-screen for diaphorase-coupled primary assays, primary screen; Diaphorase/resazurin coupled assay, 16 min; hits give high values; 1 = vehicle wells, 0 = NADH-free wells; activation factor at 20 µM; actives 0.005% (n = 190,000); AID 1229, 2008;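 active means diaphorase activity raised at least twofold by the compound at 20 µM; inactive means activation factor below 2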
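Material: Purified diaphorase enzyme from Clostridium kluyveri | Buffer or medium: 50 mM HEPES pH 7.4 with 4.542 mM MgCl2, 0.005% Tween 20 | Times: 16 min enzyme reaction, ambient temperature | Signal: Red resorufin fluorescence at 544/590 nm excitation/emission | Measure: Increased resorufin signal from activators or reducing compounds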
Hsp70 activator: Hsp70 transcriptional activators, primary screen, cell-based, HeLa, Hsp70 promoter luciferase, luminescence, 10 µM | HeLa Hsp70 promoter luciferase reporter; scaled: vehicle 0, proteasome-inhibitor control 100% | activation, % at 10 µM | actives 0.04% (n = 200,000) | AID 1203, 2008;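 active means activation above the mean across all tested compounds plus 3 SD, cutoff set per campaign, cut at about 5.5% in these data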;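 further: 100% = MG132 at 30 µM as the positive control and 0% = DMSO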
STAT1 blocker: STAT1 signaling inhibitors, primary screen, cell-based, HTS, luciferase reporter. NIH 3T3 STAT1-luciferase reporter, IFN-gamma, luminescence. inhibition, % at 5.5 µM. actives 0.35% (n = 200,000);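 active means inhibition above a set limit, the mean inhibition across all tested compounds plus 3 SD, cut at about 34% in these data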;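 further: 0% = IFN-gamma with DMSO and 100% = IFN-gamma with 300 µM nifuroxazide; values of inactives mirror those of a sister screen read the other way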
* = called active by the depositor. Rows are unselected, and some 6.1% of all compounds hit somewhere here.

SMILES	APP transl inh	STAT1 activator	G6PDH CS	STAT3 blocker	TLR4-MyD88 BLA	STAT3 activator	Diaph inh CS	Diaphorase act	Hsp70 activator	STAT1 blocker
C/C(=N\NC(=O)c1ccccc1O)C1C(=O)c2ccccc2C1=O	-17	119	9	-28	7	120	26	0.7	0.0	-21
O=[N+]([O-])c1cnn(-c2nc(-c3ccco3)cc(C(F)(F)F)n2)c1	-29	95	0	15	1	94	5	0.9	0.2	3
CSc1nc(-c2ccc(C)cc2)nc(C(Cl)Cl)n1	3	91	7	-3	5	104	5	0.9	-0.2	10
O=C(NCc1ccco1)c1cnn2c(C(F)(F)F)cc(-c3ccccc3)nc12	-4	99	-37	6	3	100	14	0.9	-0.1	1
CCC(C)N1C(=O)N(C)C2NC(=O)NC21 (centres undefined)	8	114	14	0	5	102	2	1	-0.3	-14
Cn1c(SCC(=O)N2CCOCC2)nnc1-c1ccc(Cl)cc1Cl	-4	93	1	5	-10	99	11	0.9	-0.1	7
Cc1ccc2c(c1)Oc1ccc(NC(=O)CCCl)cc1C(=O)N2	-5	110	-4	6	-16	100	14	0.9	0.1	-12
CCc1cccc(CC)c1NC(=O)C1CC(=O)N(c2ccc3c(c2)OCCO3)C1 (centres undefined)	11	101	17	0	-3	100	8	0.9	-0.2	-1
COc1ccc(CNC(=O)c2cccc(-c3ccc(C)c4ccccc34)n2)cc1	-10	95	39	-5	-16	102	16	0.8	-0.2	5
O=C(CSc1ccc(Cl)cc1)Nc1cccc(-c2nnc(-c3ccco3)o2)c1	-15	115	-12	8	-3	91	12	0.9	-0.1	-17
Cc1ccc(CN2C(=O)CCC2C(=O)NCCN2CCOCC2)cc1 (centres undefined)	-2	97	10	-2	-1	108	0	1	-0.4	3
O=C(CS(=O)(=O)c1ccccc1)N1CCc2ccccc21	-51	128	14	-28	5	128	20	0.8	-0.4	-34
O=C(CSc1nc2c(cnn2-c2ccccc2)c(=O)[nH]1)c1ccc(Cl)cc1	-5	104	-3	5	-4	98	49	0.5	-0.5	-4
O=C(Nc1cccc(O)c1)C(=O)Nc1ccccn1	-155	120	4	71*	-10	42	7	0.9	-0.6	-23
CSc1ccc(CNCC(O)c2ccccc2)cc1 (centres undefined)	10	96	8	-5	-1	108	-22	1.2	0.2	1
Cc1ccc(C(C)C)c(OCc2nnc(SCC(=O)Nc3nccs3)n2C)c1	1	92	-22	13	1	92	6	0.9	-0.7	5
O=C(NCCN1CCOCC1)C1CCC(CNS(=O)(=O)c2ccc(Cl)cc2)CC1 (centres undefined)	4	98	-2	-1	-2	106	17	0.8	-0.4	2
CC1CCN(S(=O)(=O)c2cc(Br)cc(C(=O)NC3=NCCS3)c2)CC1	-13	102	8	5	-20	101	25	0.8	-0.2	-2
Cc1nc(N2CCN(Cc3ccc4c(c3)OCO4)CC2)nc2c1C(=O)CC(c1ccco1)C2 (centres undefined)	9	99	0	22	-2	86	14	0.9	-0.2	2
O=S(=O)(c1ccc(F)cc1)N1CCC(O)(c2ccc3c(c2)OCO3)CC1	-40	104	9	-2	5	107	1	1	0.1	-4
O=S(=O)(Nc1cccc2ccccc12)N1CCCC1	4	97	12	2	-17	101	11	0.9	0.0	3
COCCOc1ccc(C(F)(F)F)cc1NC(=O)c1ccccc1F	3	105	3	16	4	87	7	0.9	-0.1	-5
COc1ccccc1N1CCN(c2nnc(-c3ccc(F)cc3)c3ccccc23)CC1	-24	92	1	22	-2	84	11	0.9	-0.1	9
CN(C)CCCN(C(=O)c1ccco1)c1nc2c(F)cc(F)cc2s1	12	97	7	9	5	94	-7	1.1	-0.4	2
COc1cc(S(=O)(=O)NC(C)C)ccc1Cl	20	92	6	3	-2	97	3	1	-0.4	4

Sorted by count of non-hydrogen atoms (descending): nine of the compounds above.
SMILES	APP transl inh	STAT1 activator	G6PDH CS	STAT3 blocker	TLR4-MyD88 BLA	STAT3 activator	Diaph inh CS	Diaphorase act	Hsp70 activator	STAT1 blocker
Cc1nc(N2CCN(Cc3ccc4c(c3)OCO4)CC2)nc2c1C(=O)CC(c1ccco1)C2 (centres undefined)	9	99	0	22	-2	86	14	0.9	-0.2	2
CCc1cccc(CC)c1NC(=O)C1CC(=O)N(c2ccc3c(c2)OCCO3)C1 (centres undefined)	11	101	17	0	-3	100	8	0.9	-0.2	-1
O=C(CSc1ccc(Cl)cc1)Nc1cccc(-c2nnc(-c3ccco3)o2)c1	-15	115	-12	8	-3	91	12	0.9	-0.1	-17
O=C(CSc1nc2c(cnn2-c2ccccc2)c(=O)[nH]1)c1ccc(Cl)cc1	-5	104	-3	5	-4	98	49	0.5	-0.5	-4
O=S(=O)(c1ccc(F)cc1)N1CCC(O)(c2ccc3c(c2)OCO3)CC1	-40	104	9	-2	5	107	1	1	0.1	-4
Cc1ccc(CN2C(=O)CCC2C(=O)NCCN2CCOCC2)cc1 (centres undefined)	-2	97	10	-2	-1	108	0	1	-0.4	3
Cn1c(SCC(=O)N2CCOCC2)nnc1-c1ccc(Cl)cc1Cl	-4	93	1	5	-10	99	11	0.9	-0.1	7
CSc1ccc(CNCC(O)c2ccccc2)cc1 (centres undefined)	10	96	8	-5	-1	108	-22	1.2	0.2	1
CSc1nc(-c2ccc(C)cc2)nc(C(Cl)Cl)n1	3	91	7	-3	5	104	5	0.9	-0.2	10

The list goes on:
SMILES	APP transl inh	STAT1 activator	G6PDH CS	STAT3 blocker	TLR4-MyD88 BLA	STAT3 activator	Diaph inh CS	Diaphorase act	Hsp70 activator	STAT1 blocker
COc1ccc(C(=O)N/C(=C\c2ccccc2)C(=O)NC(CC(C)C)C(=O)O)cc1 (centres undefined)	-11	106	4	2	16	99	2	1	-0.3	-8
COc1cccc(-c2nnc(N(C)C(=O)C3CCOC3)s2)c1 (centres undefined)	-33	108	13	10	0	97	22	0.8	-0.2	-8
Cc1occc1C(=O)NCc1ccccc1F	10	103	15	-1	16	103	12	0.9	-0.2	-3
O=C(O)c1cccc(NC(=O)C23CC4CC(C2)CC(n2cnc(Cl)n2)(C4)C3)c1	43	90	0	2	-14	97	15	0.9	-0.3	11
COc1cc(/C=C2/NC(=O)NC2=O)cc(Br)c1OCc1ccccc1	-14	102	-1	-11	11	115	0	1	-0.2	-2
FC(F)(F)c1cc(-c2cccs2)nc(N2CCOCC2)n1	-15	98	5	4	-7	101	13	0.9	0.0	2
O=S(=O)(NC1CCCCC1Oc1ccccc1)c1ccc(Cl)cc1 (centres undefined)	2	106	4	7	0	96	18	0.8	-0.4	-7
CCOC(=O)C1=C(N)n2c(s/c(=C\c3ccco3)c2=O)=C(C(=O)OCC)C1c1ccco1 (centres undefined)	-11	99	10	9	-7	100	23	0.8	-0.4	1
CCn1c(SCc2c(Cl)cccc2Cl)nnc1-c1nn(-c2ccccc2)ccc1=O	4	98	2	8	9	95	37	0.6	-0.3	2
Nc1cc(=O)[nH]c(SCC(=O)Nc2ncc(C(F)(F)F)cc2Cl)n1	16	110	16	12	-11	98	4	1	-0.2	-12
Cn1c(SCC(=O)N2CCN(c3ccccc3)CC2)nnc1-c1ccncc1	-6	100	9	-3	1	103	6	0.9	-0.6	0
COc1ccc(NC(=O)C(C)SCc2ccccc2)cc1OC (centres undefined)	13	107	11	-4	10	99	8	0.9	-0.2	-7
COc1ccccc1-n1cnnc1SCc1csc(-c2ccccc2)n1	-9	102	11	3	2	101	6	0.9	-0.4	-2
CCCCCCCC(=O)NNC(=O)c1ccc(F)cc1	0	99	7	10	3	101	13	0.9	0.0	2
Clc1ccc(-c2c[n+](Cc3cccc(Cl)c3)c3n2CCC3)cc1	-10	98	-1	-1	23	101	4	1	-0.4	3
CC(C)(C)c1ccc(SCC(N)=O)cc1	-6	100	25	-7	7	106	7	0.9	0.4	0
O=C(Oc1ccccc1)c1cc2ccccc2oc1=O	11	101	14	6	0	99	-2	1	-0.2	-2
CCn1c(Cc2ccccc2)nnc1SCC(=O)Nc1ccc(OC)cc1	-14	103	12	0	-2	100	5	0.9	-0.3	-4
COc1ccc(NS(=O)(=O)c2ccc(SC)cc2)cc1	5	92	33	6	1	97	-1	1	-0.4	9
O=C1/C(=C/c2ccc(C(=O)O)cc2)CCC/C1=C\c1ccc(C(=O)O)cc1	-17	91	10	18	9	85	9	0.9	0.4	10
C/C(=N\NC(=S)NC(C)C)c1ccc(-n2ccnc2)cc1	2	101	-3	7	-5	100	10	0.9	-0.3	-1
CC(=O)NC(CCS(C)(=O)=O)C(=O)Nc1cccc(C(C)=O)c1 (centres undefined)	-17	103	-4	-8	-17	110	1	1	-0.2	-3
CC(C)c1ccc(C2C(C#N)=C(N)N3C(=C2C#N)Sc2ccccc23)cc1 (centres undefined)	-3	100	5	-14	-6	116	6	0.9	-0.2	0
Cc1ccccc1NC(=O)N1CCN(c2ncccn2)CC1	13	88	6	11	2	94	-1	1	-0.1	11
CN(C)c1nc(N2CCOCC2)nc(N(c2ccccc2)c2ccccc2)n1	0	98	17	8	-2	98	13	0.9	-0.1	2
O=C(CSC1=NCCN1)Nc1cccc([N+](=O)[O-])c1	-2	133*	0	3	-11	99	-2	1	0.2	-37
COc1ccc(-c2nnn(CC(=O)N(Cc3cccs3)C(C)C(=O)NC3CCCC3)n2)cc1OC (centres undefined)	1	105	0	-2	-12	106	15	0.9	-0.1	-5

Screening results deposited in PubChem BioAssay by several laboratories.
